Growth percent in the NCI-60 one-dose screen (48 h, 10 µM unless noted): 100 = growth as untreated, 0 = no growth, -100 = all killed.
SNB-75 – SNB-75 CNS cancer | 79,000 tested, 5% active
KM12 – KM12 colon cancer cells. 82,000 tested, 5% active
NCI-H322M – NCI-H322M lung cancer; 80,000 tested, 2.7% active; AID 1794733
HCC-2998 – HCC-2998 colon cancer. 79,000 tested, 4.7% active. AID 1794799
HCT-15 – HCT-15 colon cancer; 82,000 tested, 5.2% active
COLO 205 – COLO 205 colon cancer; 79,000 tested, 7.3% active; AID 1794742
HCT-116 – HCT-116 colon cancer | 82,000 tested, 7.3% active | AID 1794798
HT29 – HT29 colon cancer; 81,000 tested, 7.4% active; AID 1794748
SW-620 – SW-620 colon cancer. 82,000 tested, 5.2% active. AID 1794795
Numbers without * were called inactive; · = no result given. Rule for the calls: active = growth percent below 10; inactive = the rest.

SMILES	SNB-75	KM12	NCI-H322M	HCC-2998	HCT-15	COLO 205	HCT-116	HT29	SW-620
O=C1CSC(c2ccccc2)N1c1ccccc1 (configuration not stated)	100	98	90	115	99	·	100	116	94
Nc1ccc2cc(Cl)ccc2c1	86	100	104	105	105	101	96	99	105
N#Cc1ccc(S(=O)(=O)Nc2cccc3[nH]cnc23)cc1	88	98	103	110	98	104	99	100	101
C=CCOc1ccnc(-c2ccccc2)n1	85	101	103	·	101	103	84	99	103
CC(=O)C1=C(C)NNc2c3ncnc-3ncn21	101	104	101	107	113	108	106	102	99
Nc1nc2[nH]cc(CCc3ccc(C(=O)N[C@@H](CC(=O)O)c4nn[nH]n4)cc3)c2c(=O)[nH]1	100	102	107	109	104	108	110	101	103
COc1ccc(-c2nc(SCc3nc4ccccc4[nH]3)nc(Nc3ccc(C)cc3)c2C#N)cc1	89	102	93	108	109	111	87	90	101
FC(F)(F)c1ccc(-c2cncnc2NC2CCCCCC2)cc1	94	94	92	108	102	102	96	95	115
O=C(Cc1ccc([N+](=O)[O-])cc1)NCCc1ccc2c(c1)OCO2	97	104	103	108	105	119	103	104	103
CCOC(=O)CCC(NC(=O)/C=C\c1ccc([N+](=O)[O-])cc1)C(=O)OCC (configuration not stated)	104	97	·	103	105	116	100	101	108
CC(=O)Nc1ccc(-c2nc(N3CCOCC3)c3c4c(sc3n2)CCCC4)cc1	68	74	90	99	81	96	78	86	99
Clc1cccc(CNc2c3ccccc3nc3ccccc23)c1	69	41	31	-54*	14	0.5*	8.7*	8.6*	12
COc1ccc2nc3c(cc2c1)CSc1nnc(-c2ccc[nH]c2=S)n1N3	87	103	101	106	113	111	95	102	99
NNC(=O)C1CC(O)Cc2cc(Cl)ccc2N1 (configuration not stated)	100	102	99	107	107	114	95	87	107
CCc1ccc2c(c1)C(=O)CCC2	96	104	88	116	109	96	100	103	109
Nc1ccc(C(=O)CSc2nc3ccccc3[nH]2)cc1	·	103	108	100	100	120	97	110	101
O=[N+]([O-])c1ccc(Oc2ccc([N+](=O)[O-])cc2)cc1	90	112	107	105	102	106	105	108	102
COc1ccc(-c2nc(SCC(=O)Nc3nc(-c4ccc(C)cc4)cs3)[nH]c(=O)c2C#N)cc1	73	98	96	89	98	105	87	105	93
CCCCCCC1(C)OCC(C)(C)CO1	93	100	106	108	99	119	107	109	111
S=C(Nc1ccccc1)Nc1nnc(Cc2ccc(Cl)cc2)s1	96	103	105	101	105	108	107	111	104
N#CC(C#N)=Cc1c(-c2ccccc2)[nH]c2ccccc12	2.6*	27	61	51	35	20	30	14	21
C/C(=C\C(=O)OCCCCCCCCC(=O)O)C[C@@H]1OC[C@H](C[C@@H]2O[C@H]2[C@@H](C)[C@H](C)O)[C@@H](O)[C@H]1O	97	110	105	105	108	113	111	109	106
COc1ccc(C(OC(=O)c2cccc(Cl)c2)C(=O)NC(C)(C)C)cc1OC (configuration not stated)	96	97	94	86	102	104	83	76	98
CC(C)C[C@H]1N[C@]2(C(=O)Nc3ccccc32)[C@@H](c2ccc(F)cc2)[C@@H]1C(=O)c1ccc(O)cc1	103	93	90	107	87	111	88	98	102
O=C1CC2C=CCN2C=C1NC(=O)c1cccs1 (configuration not stated)	97	103	107	95	102	98	99	96	106
Fc1ccc2cc(Cc3nnc(Sc4cccnc4)n3CCCc3cnc[nH]3)[nH]c2c1	101	101	100	101	102	113	97	92	106
CC1SC(N)=NC1=O (configuration not stated)	103	110	114	107	114	138	108	128	112
CCCCCCCCCCCCCCCCOc1ccc(C(=O)CC(=O)OC)cc1	102	89	106	97	105	99	93	95	121
COc1ccc(C(=O)CSc2nnc(-c3c[nH]c4ccccc34)n2-c2ccccc2)cc1	15	88	58	78	73	85	52	83	86
Cc1ccnc(NS(=O)(=O)c2ccc(Nc3ccnc(SCC(=O)c4ccc([N+](=O)[O-])cc4)n3)cc2)n1	96	101	·	114	103	108	102	109	105
CC[C@@H](C(=O)[C@H](C)[C@H](O)[C@@H](C)[C@H]1O[C@H]([C@@H](CC)C(=O)O)CC[C@H]1C)C1O[C@]2(C=C[C@@H](O)[C@]3(CC[C@@](C)([C@H]4CC[C@](O)(CC)[C@H](C)O4)O3)O2)[C@H](C)C[C@@H]1C (some centres not stated)	-13*	24	·	8.3*	26	8.7*	22	26	24
O=S(=O)(Cc1ccccc1)C(c1ccccc1)S(=O)(=O)Cc1ccccc1	88	98	100	105	100	106	100	104	102
CN1CCC(=C2c3ccccc3CCc3cccnc32)CC1	63	103	·	116	100	127	102	97	105
O=C1c2ccccc2C23C(=C(c4cncnc4)c4cc(C(F)(F)F)ccc42)CCCN13 (configuration not stated)	85	100	101	109	104	118	90	94	97
C=C(C)[C@@H]1CC[C@]2(C(=O)O)CC[C@]3(C)[C@H](CC[C@@H]4[C@@]5(C)CCC(NC(=O)c6cccc(OC(C)=O)c6OC(C)=O)C(C)(C)[C@@H]5CC[C@]43C)[C@@H]12 (some centres not stated)	13	12	8.8*	12	6.9*	-11*	-39*	8.0*	2.8*
COc1ccc(/C=C2/C(c3ccc(Cl)cc3)=NN=C2C(F)(F)F)cc1	80	67	·	91	84	96	29	91	69

5 entries from above in another layout:
SMILES | SNB-75 | KM12 | NCI-H322M | HCC-2998 | HCT-15 | COLO 205 | HCT-116 | HT29 | SW-620
CC[C@@H](C(=O)[C@H](C)[C@H](O)[C@@H](C)[C@H]1O[C@H]([C@@H](CC)C(=O)O)CC[C@H]1C)C1O[C@]2(C=C[C@@H](O)[C@]3(CC[C@@](C)([C@H]4CC[C@](O)(CC)[C@H](C)O4)O3)O2)[C@H](C)C[C@@H]1C (some centres not stated) | -13* | 24 | · | 8.3* | 26 | 8.7* | 22 | 26 | 24
O=S(=O)(Cc1ccccc1)C(c1ccccc1)S(=O)(=O)Cc1ccccc1 | 88 | 98 | 100 | 105 | 100 | 106 | 100 | 104 | 102
CN1CCC(=C2c3ccccc3CCc3cccnc32)CC1 | 63 | 103 | · | 116 | 100 | 127 | 102 | 97 | 105
O=C1c2ccccc2C23C(=C(c4cncnc4)c4cc(C(F)(F)F)ccc42)CCCN13 (configuration not stated) | 85 | 100 | 101 | 109 | 104 | 118 | 90 | 94 | 97
C=C(C)[C@@H]1CC[C@]2(C(=O)O)CC[C@]3(C)[C@H](CC[C@@H]4[C@@]5(C)CCC(NC(=O)c6cccc(OC(C)=O)c6OC(C)=O)C(C)(C)[C@@H]5CC[C@]43C)[C@@H]12 (some centres not stated) | 13 | 12 | 8.8* | 12 | 6.9* | -11* | -39* | 8.0* | 2.8*

(further entries)
SMILES	SNB-75	KM12	NCI-H322M	HCC-2998	HCT-15	COLO 205	HCT-116	HT29	SW-620
O=[N+]([O-])c1cccc(C(c2ccccc2)c2ccccc2)c1	86	87	91	92	95	95	66	80	88
Cc1ccc(C)n1CCN1CCNCC1	115	102	94	102	99	·	111	126	105
COc1cc2c(cc1OC)NC(=O)C2	100	·	111	84	105	108	111	111	104
O=C(Cn1nnc2ccccc21)N/N=C/c1ccc(O)cc1O	65	46	49	64	32	25	57	52	63
O=C1C(Cl)=C(Nc2ccc(O)cc2)C(=O)N1Cc1ccc(Cl)cc1	59	15	77	80	20	36	31	11	18
Oc1ccc(/C=N/Nc2nnc(N/N=C/c3ccc(O)cc3O)c3ccccc23)c(O)c1	-47*	-73*	-0.9*	·	7.1*	-24*	-44*	-35*	-1.3*
FC(F)(F)c1cccc(-c2cn3c(ccc4ccccc43)n2)c1	·	91	98	105	91	109	88	102	90
Nc1nc(N)c2c(n1)NC(c1ccc(C(F)(F)F)cc1)CC(c1ccc(Nc3nc(NCCO)nc(N4CCOCC4)n3)cc1)=N2 (configuration not stated)	66	51	96	86	37	71	36	50	57
S=C(SCc1nc(-c2ccc(Cl)cc2)no1)N1CCSCC1	96	110	130	97	91	120	·	96	113
CCOC(=O)NCn1c(=O)[nH]c2ccccc2c1=O	87	101	102	96	93	107	98	94	89
CCN1CCN(C(C(=O)NCc2ccccc2)c2ccc(Cl)cc2)C(=O)c2ccccc2C1=O (configuration not stated)	86	103	92	99	115	110	82	92	99
CCOC(=O)c1c(C)nc2c(c1N)/C(=C/c1cccs1)C(=O)N2Cc1ccc(C(F)(F)F)cc1	94	51	88	96	63	·	58	57	85
CC(=O)n1nc(-c2ccc(Br)cc2)cc1-c1ccccn1	108	109	111	103	108	105	97	114	103
C=CCOC(=O)Oc1c(Cl)c(Cl)c(OC(=O)OCC=C)c(Cl)c1Cl	87	101	89	112	101	130	103	110	115
CCN1CCN(CC(=O)Nc2nc3ccc(N)cc3s2)CC1	102	107	100	121	106	112	103	112	105
O=C(Nc1ccccc1[N+](=O)[O-])c1ccc(Cl)c(Cl)c1	70	97	101	110	91	110	95	99	98
CC1(C)N=C(N)N=C(N)N1c1cccc(CCCCc2ccccc2)c1	-5.7*	-43*	22	-9.5*	37	-85*	2.1*	-5.1*	25
Cc1ccc(C(=O)CSc2nnc(-c3ccc(-c4ccc(Cl)cc4)nc3C)o2)cc1	91	97	96	103	102	117	98	104	103
CCCn1cc(/C=N\N=C2\C(=O)Nc3ccc(C)cc32)c2ccccc21	86	60	48	47	23	-16*	40	17	37
C=CC1=C(C)/C(=C\c2[nH]c(Cc3[nH]c(/C=C4\NC(=O)C(C)=C4C=C)c(C)c3CCC(=O)O)c(CCC(=O)O)c2C)NC1=O	74	92	88	110	95	106	94	117	103
O=C(NN1C(=O)/C(=C/C=C/c2ccc([N+](=O)[O-])o2)SC1=S)c1ccccc1O	-62*	-84*	-63*	-97*	-80*	-82*	-68*	-72*	-69*
CCN(CC)CCCNCCN(CC)CC	81	102	110	101	112	104	113	107	109
CC1=CN2C(=NC3=C(CCCC/C3=C\c3ccc(Cl)cc3)C2c2ccc(Cl)cc2)S1 (configuration not stated)	95	104	101	103	108	109	110	100	109
COc1ccc(OC)c(NC(=O)CCCCCCNC(=O)C(O)(O)C(F)(F)F)c1	56	43	61	51	59	11	7.1*	24	6.6*

Random excerpt: 3 entries already listed, in no set order.
SMILES	SNB-75	KM12	NCI-H322M	HCC-2998	HCT-15	COLO 205	HCT-116	HT29	SW-620
O=C(Nc1ccccc1[N+](=O)[O-])c1ccc(Cl)c(Cl)c1	70	97	101	110	91	110	95	99	98
O=C(NN1C(=O)/C(=C/C=C/c2ccc([N+](=O)[O-])o2)SC1=S)c1ccccc1O	-62*	-84*	-63*	-97*	-80*	-82*	-68*	-72*	-69*
C=CCOC(=O)Oc1c(Cl)c(Cl)c(OC(=O)OCC=C)c(Cl)c1Cl	87	101	89	112	101	130	103	110	115

New compounds follow:
SMILES	SNB-75	KM12	NCI-H322M	HCC-2998	HCT-15	COLO 205	HCT-116	HT29	SW-620
O=C(N/N=C/c1ccc([N+](=O)[O-])cc1)c1ccccc1Nc1ccnc(C(F)(F)F)c1	77	87	83	·	90	103	77	101	-45*
Cc1cc(C)cc(N=Nc2cc(Br)cc(Br)c2)c1	95	102	96	105	103	110	101	103	100
COc1cc(C)cc2c1OC(c1ccccc1)CC2=O (configuration not stated)	70	84	91	107	99	109	76	94	96
COc1cccc(C(=O)Nc2ccc(-c3cc(=O)c4c(O)c(OC)c(OC)cc4o3)cc2)c1	98	107	103	107	99	107	91	105	108
CC(O)COc1ccc(C(C)(C)C)cc1 (configuration not stated)	107	104	92	103	102	113	98	98	105
Cc1ccc(C(C)C)cc1OCO	97	106	105	109	100	117	103	97	104
O=C(NCc1cn(Cc2cccc(Oc3ccccc3)c2)nn1)c1cccnc1Nc1ccccc1	54	29	77	57	31	70	26	48	41
O=C1N=C(Oc2ccccc2)SC1=O	88	106	93	115	99	111	112	95	109
COC(=O)CCC/C=C\C[C@H]1C=CC(=O)/C1=C/C[C@@H](O)CCc1cccc(C(F)(F)F)c1	98	-52*	-14*	-90*	-5.8*	-49*	-89*	-31*	-40*
O=C(C[N+]12CN3CN(CN(C3)C1)C2)c1ccc2ccccc2c1	91	95	103	94	105	105	92	91	87
O=S(=O)(Nc1ccc(S(=O)(=O)N2CCOCC2)cc1)c1ncsc1-c1ccccc1	98	103	102	105	101	117	104	108	112
c1coc(-c2nc(N=C3N=c4ccccc4=N3)[nH]c2-c2ccco2)c1	84	102	88	110	95	98	98	96	100
Cn1c(NCc2ccccc2)nc(N)c(N=O)c1=O	75	101	95	94	102	119	91	101	96
O=C(Nc1cccc(-n2cc(-c3ccncc3)c(-c3ccc(Cl)c(O)c3)n2)c1)c1ccccc1	·	70	89	77	58	100	58	53	77
O=C(CCCCCCN1CC(=O)N2[C@@H](c3ccccc3Cl)c3[nH]c4ccccc4c3C[C@H]2C1=O)NO	-1.1*	75	82	70	97	60	34	58	49
CCCCCc1ccc(S(=O)(=O)Nc2cccc(-c3csc(N4CCN(C)CC4)n3)c2)cc1	70	91	83	89	74	80	93	53	90
FC(F)(F)c1cccc(/C=C/c2nn3c(-c4ccc(Br)cc4)nnc3s2)c1	94	106	100	123	105	131	106	122	103
CC(C[N+](C)(C)C)OC(N)=O (configuration not stated)	106	114	103	105	115	104	109	107	108
O=C(NCCCNc1cc(-c2cn(-c3ccccc3)nc2-c2cccc(O)c2)ccn1)c1cccc(O)c1	60	45	111	65	80	80	47	87	51
Nc1c(C(=O)Nc2ccccc2)oc2ncc(Cl)cc12	75	76	95	127	92	114	96	100	105
N#Cc1cccc(C(F)(F)F)c1	88	116	113	111	108	120	105	112	104
CCSc1nc(Cl)c(C#N)c(-c2ccc(F)cc2)n1	80	98	92	102	88	106	92	93	93
O=S(=O)(O)OCCOc1ccc(S(=O)(=O)c2ccc(OCCOS(=O)(=O)O)cc2)cc1	93	119	111	107	110	119	107	101	109
COc1ccc([N+](=O)[O-])c(C(=O)O)c1	100	100	93	106	99	102	103	102	101
COc1ccc([N+](=O)[O-])cc1NC(=O)N(C)Cc1ccco1	86	105	120	90	110	137	100	94	113
CCCn1c(CC)nc([N+](=O)[O-])c1Sc1ncn[nH]1	85	108	111	116	87	108	104	109	110
CC(C(OC(=O)C(c1ccccc1)c1ccccc1)c1ccccc1)N(C)C (configuration not stated)	78	99	90	99	110	108	99	86	101

Assay outcomes from PubChem BioAssay.
